Source: PubChem (several laboratories)
TRPML3 ag = agonists of human TRPML3 channel; 0.29% of 220,000 active; HEK293 TRPML3-YFP, Fluo-8 calcium fluorescence; 100% = the carbachol control signal; activation, % at 3 µM;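 active = activation above its plate's cutoff, the mean activation of the plate's test wells plus 3 SD, cut at about 12% in these data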;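 note: 0% = DMSO only wells and 100% = carbachol wells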
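Test system: TRPML3-YFP stable HEK293 cells. Doses: single point at 3 µM. Incubation: dye loading 1 h 37 °C then 30 min ambient, 125 s read. Signal: Fluo-8 calcium dye fluorescence, ex 470-495, em 515-575 nm. Measure: percent activation from peak-to-basal fluorescence ratio, scaled between DMSO and carbachol.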
CHOP inhibitor = blocks CHOP induction under ER stress | CHO-K1 CHOP-promoter luciferase, tunicamycin-induced, 15-18 h | inhibition, % at 10 µM | 3.8% of 220,000 active;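 active = compounds that reduced the stress-induced luciferase reporter signal by more than about 70% of percent inhibition, limit read from the data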;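 note: 0% = tunicamycin plus vehicle and 100% = wells without tunicamycin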
RBBP9 inh = blocks human serine hydrolase RBBP9 | AID 1515 | O75884 | 0.2% of 220,000 active | inhibition, % at 7.94 µM | recombinant RBBP9, FP-Rh probe fluorescence polarization;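 active = inhibition above the campaign mean of all tested compounds plus 3 SD, cut at about 14% in these data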;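 note: plate controls were DMSO wells with RBBP9 for no effect and wells lacking RBBP9 protein for full effect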
Target sequence (O75884 whole entry, looked up): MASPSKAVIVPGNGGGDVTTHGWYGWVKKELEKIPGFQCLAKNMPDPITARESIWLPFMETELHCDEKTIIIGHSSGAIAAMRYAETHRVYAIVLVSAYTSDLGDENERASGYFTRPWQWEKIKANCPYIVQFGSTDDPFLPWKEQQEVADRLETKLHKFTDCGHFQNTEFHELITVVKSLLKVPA
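System: RBBP9 protein | Quantity: 2.5 µM RBBP9 dispensing solution, before mixing | Reagent: FP-Rh probe, 375 nM dispensing solution | Timing: Enzyme-compound preincubation 30 min, then probe labeling 45 min, 25 °C | Measured by: Fluorescence polarization | Read-out: % inhibition | Replication: One well per compound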
PPC-1+TRAIL kill = PPC-1 cancer cell killing with TRAIL present; PPC-1 cells + TRAIL, ATPLite viability luminescence; cell killing (% activity), % at 4 µM; AID 1443; 0.41% of 220,000 active;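 active = cell killing above 50% in the first pass at 4 µM, then a duplicate retest at 5 µM averaging 50% or more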;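 note: plate controls were cells with TRAIL plus DMSO for no effect and medium-only wells lacking cells for full effect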
Ba/F3 V617F tox = reduce viability of Ba/F3 cells dependent on JAK2V617F; Ba/F3 EpoR-JAK2V617F viability, ATP luminescence; inhibition, % at 5.6 µM; 1.1% of 220,000 active; AID 1446;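 active = inhibition above the campaign mean plus 3 SD over all tested compounds, cut at about 24% in these data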;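 note: cytokine-independent growth of Ba/F3 cells driven by EpoR plus mutant JAK2; 0% = DMSO-treated cells and 100% = JAK inhibitor I control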
TNF death inh = inhibitors of TNF-alpha induced necroptosis in Jurkat FADD-/- cells; Jurkat FADD-/- TNF necroptosis rescue, ATP luminescence, 24 h; 0 = TNF only, 100 = no-TNF cells; AID 463075; activation (protection from cell death), % at 10 µM; 0.068% of 220,000 active;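 active = activation, meaning protection from cell death, of at least 50% relative to plate controls; inactive = activation below 50%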;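 note: necroptosis triggered by 40 ng/mL TNF-alpha added together with compound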
Wee1 stabilizer = inhibitors of human Wee1 degradation; HeLa Luc-Wee1K328M stability, luciferase luminescence; 100% = proteasome inhibitor MG132 effect; reporter increase, % at 5 µM; 1.2% of 220,000 active; AID 1321;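 active = activation above the mean of all tested compounds plus 3 SD, set per screening run, cut at about 8.8% in these data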;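 note: cells exposed to compound for 20 h before luminescence read; 0% = DMSO alone and 100% = MG132 at 30 µM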
Target sequence (P30291 whole entry K328M): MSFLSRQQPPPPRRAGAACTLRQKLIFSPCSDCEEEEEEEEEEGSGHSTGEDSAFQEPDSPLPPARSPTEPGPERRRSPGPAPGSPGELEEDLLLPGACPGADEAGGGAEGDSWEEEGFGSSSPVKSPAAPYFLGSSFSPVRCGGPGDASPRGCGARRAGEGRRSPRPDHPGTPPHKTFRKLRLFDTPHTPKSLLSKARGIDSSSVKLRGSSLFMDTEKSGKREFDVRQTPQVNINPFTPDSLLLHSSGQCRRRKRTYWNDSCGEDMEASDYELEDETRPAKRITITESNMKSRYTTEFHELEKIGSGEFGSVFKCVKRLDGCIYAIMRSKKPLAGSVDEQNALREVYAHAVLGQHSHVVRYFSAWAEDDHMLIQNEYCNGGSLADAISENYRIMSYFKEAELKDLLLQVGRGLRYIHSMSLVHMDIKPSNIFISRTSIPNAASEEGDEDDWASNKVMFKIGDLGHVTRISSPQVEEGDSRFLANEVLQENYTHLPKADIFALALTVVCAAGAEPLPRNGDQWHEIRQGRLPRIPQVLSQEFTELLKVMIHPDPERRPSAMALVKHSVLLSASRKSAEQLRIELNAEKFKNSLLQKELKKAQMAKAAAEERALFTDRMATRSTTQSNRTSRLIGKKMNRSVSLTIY
BaF3 parental = parental Ba/F3 viability inhibition as JAK2V617F counter-screen. CellTiter-Glo ATP luminescence. inhibition, % at 5.6 µM. 1.1% of 220,000 active. AID 1486;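 active = inhibition above a per-campaign cutoff, the mean inhibition of all tested compounds plus 3 SD, cut at about 27% in these data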;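 note: 0% = DMSO wells and 100% = JAK Inhibitor I control wells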
zfTRPN1 agonist = zebrafish TRPN1 (NompC) channel agonism | HEK293 zebrafish TRPN1-YFP, Fluo-8 calcium fluorescence; 100% = response to 87 µM carbachol | 0.18% of 220,000 active | activation, % at 3 µM;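 active = activation above its plate's cutoff, the mean activation of test wells on that plate plus 3 SD, cut at about 19% in these data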;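 note: 0% = DMSO alone and 100% = 87 µM carbachol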
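Material: zebrafish TRPN1-YFP in HEK293 cells; Doses: single test compound dose, 3 µM nominal, 0.3% DMSO; Timing: dye loading 1 h at 37 °C, then 30 min room temperature; Technique: intracellular calcium fluorescence with Fluo-8; Benchmarks: high carbachol 87 µM, low DMSO alone.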
* = called active by the depositor; / = not tested or not shown; [ ] = dose if it differs, or a comment.

SMILES	TRPML3 ag	CHOP inhibitor	RBBP9 inh	PPC-1+TRAIL kill	Ba/F3 V617F tox	TNF death inh	Wee1 stabilizer	BaF3 parental	zfTRPN1 agonist
Cc1nn(CCCC(=O)Nc2ccccn2)c(C)c1[N+](=O)[O-]	0.4	-15.6	-5.9	23.0	-2.2	3.0	-1.3	2.2	1.1
Fc1ccc(-c2cnn3c(-c4ccncc4)ccnc23)cc1	0.3	31.8	2.5	29.6[5 µM]	-2.2	-5.2	5.5	1.6	1.3
CCOC(=O)c1cc(-c2c(Cl)cccc2Cl)no1	-0.9	1.9	-8.2	-4.5	2.8	-0.3	3.4	-0.3	-0.3
Cc1nc(C2COc3ccccc3O2)sc1C(=O)O (centres undefined)	1.3	-8.0	1.1	12.2	3.0	-1.3	-3.2	-0.2	0.2
COc1ccccc1Oc1ccc2c(c1)C(=O)N(c1cccc3ncccc13)C2=O	3.9	62.6	9.2	0.0	-0.8	-2.0	1.7	4.1	8.9
COC(=O)c1ccc(C(=O)OC)c(NC(=O)c2cc3ccccc3o2)c1	0.2	/	4.7	/	-5.0	-1.2	-0.9	0.7	-0.4
O=C(N/N=C/c1ccc(-c2ccccc2[N+](=O)[O-])o1)c1cccnc1	-0.6	6.8	2.5	19.3	0.0	-7.9	0.6	0.5	1.6
COc1ccc(/C=C/C(=O)C2CC2)cc1COc1cccc(C)c1C	0.2	-9.5	-13.0	-1.3	1.9	0.1	7.2	-5.7	1.3
Cc1ccc(S(=O)(=O)N2CCCC2C(=O)NCc2ccco2)cc1 (centres undefined)	0.4	-1.8	0.6	22.1	-2.0	0.1	3.7	3.2	0.4
C/C(=N/NC(=O)CNc1ccc(C)cc1)c1ccc(Br)s1	-0.1	64.9	0.5	19.1	5.8	-3.6	-1.1	2.2	1.1
Cc1ccc(C)c(CSc2nc3ccncc3n2CC(=O)Nc2ccc(C)c(C)c2)c1	0.8	28.2	-4.7	13.2	-3.2	0.4	3.2	-2.2	-0.4
N#C/C(=C(/O)COC(=O)c1ccc(O)cc1)c1nc2ccccc2[nH]1	-0.3	25.5	-5.9	8.4	-1.6	3.6	8.9*	-3.9	1.9
CN(C)S(=O)(=O)c1cccc2c1C(=O)c1ccccc1C2=O	0.8	16.8	-1.4	23.9	1.1	0.5	-2.0	5.7	-0.2
COC(=O)c1cn(-c2ccccc2)c(=O)c2ccccc12	-1.6	22.6	-4.2	-26.6	-1.7	-1.4	-1.4	1.4	-0.2
Cc1cc(C)n2c(-c3ccccc3Cl)nnc2n1	0.6	-6.9	-3.4	9.0	0.3	2.0	0.3	8.9	0.7
O=C(Nc1ccc(N2CCN(C(=O)c3ccc(Cl)cc3)CC2)cc1)c1ccc([N+](=O)[O-])o1	1.4	55.2	-3.7	37.0	2.8	-10.8	-0.3	5.7	1.4
CCOc1cc(/C=N\NC(=O)Cc2ccccc2)ccc1OCC(=O)Nc1ccc(C)c(C)c1	1.3	96.7*	1.0	6.3	0.2	0.2	3.2	6.2	-0.2
CC12CC3CC(C)(C1)CC(CN1CCOCC1)(C3)C2	0.3	2.0	-4.7	9.9	-1.9	-0.9	1.8	1.4	0.4
COC(=O)[C@H](CC(C)C)NC(=O)NC1CCCc2ccccc21 (some centres undefined)	0.2	15.8	-2.5	2.6	-4.9	-4.2	-0.8	2.1	-1.0
CC1CCc2nn(CC(=O)NC3CCCC3)cc2C1 (centres undefined)	-0.1	-8.6	2.3	12.1	-4.3	0.7	-3.2	-0.4	1.2
COc1ccc(NC(=S)N2CCCC(CO)C2)c(OC)c1 (centres undefined)	0.6	-33.3	-2.2	4.0	0.8	0.7	-0.7	3.4	1.6
COc1ccc(CN2CCCCC2c2cccnc2)c(OC)c1C (centres undefined)	0.0	/	-2.4	15.1	-0.9	0.6	1.4	1.7	0.2
COc1ccccc1NC(=O)c1ccc(NC(=O)CSc2nncn2C)cc1	-0.2	-1.6	0.2	22.0	-3.9	1.0	-0.9	2.3	-0.3
CC(C)c1ccccc1-n1c(SCc2cc(=O)oc3ccc4ccccc4c23)nnc1-c1cccnc1	-0.5	11.3	-11.7	9.7	1.3	-9.4	-1.8	-0.3	0.6
CCOC(=O)Cn1c(=N)n(CCOc2ccc(F)cc2)c2ccccc21	1.2	1.3	-4.5	-6.8	-3.7	0.4	-2.5	-4.1	1.2

The closing 2 entries of the section before come first, to join the parts:
SMILES	TRPML3 ag	CHOP inhibitor	RBBP9 inh	PPC-1+TRAIL kill	Ba/F3 V617F tox	TNF death inh	Wee1 stabilizer	BaF3 parental	zfTRPN1 agonist
CC(C)c1ccccc1-n1c(SCc2cc(=O)oc3ccc4ccccc4c23)nnc1-c1cccnc1	-0.5	11.3	-11.7	9.7	1.3	-9.4	-1.8	-0.3	0.6
CCOC(=O)Cn1c(=N)n(CCOc2ccc(F)cc2)c2ccccc21	1.2	1.3	-4.5	-6.8	-3.7	0.4	-2.5	-4.1	1.2
Cc1ccc2nc(-c3ccncc3)cc(-c3ccccc3)c2c1	-0.5	20.0	-9.9	2.2	-1.9	-9.5	-2.0	7.5	-1.5
CCN(CC)c1ccc(CNc2nc3ccccc3n2C)cc1	0.0	7.7	-7.5	14.2	-2.9	5.1	0.2	-2.1	1.5
Cc1nnc2ccc(-c3cccc(NS(C)(=O)=O)c3)nn12	0.8	-6.8	-0.8	13.8	2.5	-2.1	1.2	4.8	1.1
COc1ccc2nc(NC(=O)c3ccccc3-c3ccccc3C(=O)O)sc2c1	1.0	10.5	-3.3	9.8	3.4	-0.6	-4.0	5.0	0.5
O=S(=O)(Nc1cccc(C(F)(F)F)c1)c1cnc[nH]1	1.2	-6.0	-7.3	-5.7	-3.1	1.2	0.3	5.0	-0.1
CCn1c2ccccc2c(=O)c2ccccc21	0.1	28.2	-7.5	0.1	2.8	0.4	4.5	9.0	0.7
COc1ccc(CN(C(=O)c2ccc(CN3CCOCC3)o2)C(C(=O)NCC2CCCO2)c2ccc(F)cc2)cc1 (centres undefined)	0.7	-5.8	-3.9	15.7	-1.0	1.7	1.5	-0.1	-1.6
Cc1ccccc1NC(=S)NC(=O)c1cncc(Br)c1	0.1	32.9	0.2	10.2	-3.6	1.7	0.9	6.0	-0.6
COc1cccc(C2NC(=O)c3sc(=S)n(-c4ccccc4)c3N2)c1 (centres undefined)	0.8	-10.5	6.6	-4.6	-0.9	0.5	0.4	7.4	0.8
c1ccc(Cc2cc(-c3ccccc3)on2)cc1	-0.2	6.6	4.5	24.9	-1.1	2.5	6.2	7.4	0.2
COc1ccc(/C=C2\SC(=NCc3ccccc3)NC2=O)cc1	0.3	39.8	-4.6	16.1	-2.7	1.9	1.2	-3.6	-1.4
CCN(CC)C(=O)CN(C#N)c1nc(C)cc(C)n1	0.3	8.5	-6.5	29.2	1.0	0.4	1.6	6.0	1.9
Cc1[nH]n(-c2ccccc2)c(=O)c1C=NCCc1ccccc1	-0.9	20.6	-11.5	12.9	3.4	0.9	0.5	7.7	-2.1
CCOC(=O)C(C)n1cnc2c(nnn2-c2ccc(OC)cc2)c1=O (centres undefined)	0.6	-1.4	-1.2	16.6	-3.4	0.9	0.6	-2.6	0.0
O=C(CCN1C(=O)/C(=C/c2ccccc2Cl)SC1=S)NC1=NCCS1	0.8	17.2	-2.9	-15.6	1.9	0.2	-1.2	-0.6	0.3
Cc1onc(-c2c(F)cccc2Cl)c1C(=O)N1CCN(S(C)(=O)=O)CC1	0.6	-23.7	-10.0	10.4	-1.1	-1.1	-0.1	3.0	1.2
CC(=O)Nc1ccc(NC(=O)C2CC(=O)Nc3ncnn32)cc1 (centres undefined)	1.2	-2.4	1.0	21.5	-0.7	1.5	-3.3	-2.8	2.0
O=c1cc(N2CCCCC2)[nH]c(=O)n1C1CCCCC1	0.6	-1.7	11.1	15.0	-1.2	1.9	-1.6	-0.2	2.9
Cn1c(N)c(N=O)c(=O)n(C)c1=O	0.4	7.6	-0.9	-3.9	-0.4	-0.3	0.3	-5.0	0.8
COc1cccc(CNC(=O)c2cc3oc4ccccc4c3n2C)c1OC	0.4	/	-9.1	-4.9	-1.9	-12.5	-3.2	0.6	0.2
COc1cc(C(O)P(=O)(OCCC(C)C)c2ccc(N(C)C)cc2)cc(OC)c1OC (centres undefined)	0.4	1.1	-11.8	24.4	1.8	1.9	1.9	5.9	-0.7
CCCS(=O)(=O)N1CCCC(C(=O)NCCCN(C)Cc2ccccc2)C1 (centres undefined)	-0.3	/	-0.2	16.4	-0.7	-2.7	-1.1	1.8	0.8
Cc1ccc(C(=O)C(OC(=O)CNS(=O)(=O)c2ccccc2)c2ccccc2)cc1 (centres undefined)	-1.3	25.5	4.7	10.7	-3.3	-0.6	-3.0	0.9	-0.5
CCn1cc(C(=O)NCc2ccco2)c2cc(OC)c(OC)cc2c1=O	-0.5	0.3	-7.8	26.8	2.6	0.1	3.8	3.2	1.1
O=C(O)c1ccc2c(c1)C(=O)N(N1C(=O)c3ccccc3C1=O)C2=O	0.7	24.6	-8.7	10.8	-4.8	1.7	3.8	-0.1	1.6

Remaining list, next part
SMILES	TRPML3 ag	CHOP inhibitor	RBBP9 inh	PPC-1+TRAIL kill	Ba/F3 V617F tox	TNF death inh	Wee1 stabilizer	BaF3 parental	zfTRPN1 agonist
CN(C)CCNC(=O)c1cccc(NS(=O)(=O)c2ccc(Cl)c(Cl)c2)c1	0.7	11.6	-3.6	5.6	-0.1	2.6	-2.4	9.1	0.1
CN(Cc1nc2ccccc2c(=O)[nH]1)c1ccccc1	0.5	18.1	-8.9	23.0	-4.1	1.2	-2.1	3.8	-0.4
Nc1nc(-c2ccc(-c3ccccc3)cc2)cs1	1.0	2.8	-6.8	7.9	-5.6	-3.7	1.2	-0.4	0.5
c1ccc(CNc2ccc(CNc3ncn[nH]3)cc2)cc1	0.2	11.2	-2.0	17.9	-1.3	13.1	0.2	-0.5	0.7
COc1ccc(C(=O)NCC(=O)N2CCC(C)CC2)cc1OC	0.9	54.2	-8.4	-2.5	-0.7	1.0	-0.5	3.0	2.7
CC(C)(C)OC(=O)NCCCCCc1nnc(SCc2cccc(F)c2)o1	1.3	0.6	0.3	-4.1	0.1	9.0	-1.8	0.6	4.4
COC(=O)Cc1c(C(=O)OC)nnn1-c1ccc(OC(F)(F)F)cc1	0.0	29.2	-14.0	23.8	0.1	0.1	15.9*	1.4	2.4
O=C(Cc1cccs1)N/N=C/C=C\c1ccccc1[N+](=O)[O-]	1.1	8.8	-6.7	-0.8	-1.1	0.8	4.9	6.2	-0.6
O=C(NC(=S)Nc1ccc(S(=O)(=O)Nc2nccs2)cc1)c1ccc(F)cc1	-0.3	27.4	-0.2	14.2	4.3	2.7	0.2	9.1	0.1
COc1ccccc1N1CCN(C(=O)CSc2ncccc2-c2nc3ccccc3[nH]2)CC1	0.3	35.7	-4.8	8.4	4.9	-0.1	-2.4	7.0	1.1
